Bioassay records as filed in PubChem BioAssay.
miR-122 sensor: inhibitors of miR-122 in Huh7 cells | activation (reporter increase), % at 12.5 µM | Huh7 miR-122 Renilla luciferase sensor, 48 h; neutral wells = 0, positive control = 100 | 340,000 compounds, 0.3% hits;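 active = mean replicate activation score at least 90 and every replicate individually at or above 90; inconclusive = only one of the two criteria met; inactive = neither criterion met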;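 note: higher luciferase means less miR-122 activity so hits act as miR-122 inhibitors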
SIRT5 inh: sirtuin-5 (human) deacylase inhibition; Purified SirT5, succinyl-peptide AMC, trypsin-coupled fluorescence; inhibition, % at 15 µM; 330,000 compounds, 1.1% hits; in the data active = inhibition above about 15%; inconclusive = no clear call, values can overlap the other calls
Target sequence (Q9NXA8 whole entry, looked up): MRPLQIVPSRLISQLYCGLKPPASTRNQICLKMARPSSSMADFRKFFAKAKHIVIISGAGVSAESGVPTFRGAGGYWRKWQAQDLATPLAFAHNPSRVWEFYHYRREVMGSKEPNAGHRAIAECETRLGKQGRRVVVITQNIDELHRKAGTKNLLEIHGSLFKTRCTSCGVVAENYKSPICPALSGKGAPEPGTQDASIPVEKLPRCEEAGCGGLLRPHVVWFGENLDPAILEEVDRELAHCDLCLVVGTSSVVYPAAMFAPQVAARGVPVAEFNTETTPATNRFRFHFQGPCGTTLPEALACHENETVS
DENV2 CPE rescue: DENV2-induced cell death inhibition | DENV2-infected cells, cytopathic effect rescue, plate reader | CPE inhibition, % at 9.99 µM | 350,000 compounds, 1.7% hits | AID 651640; in the data active = CPE inhibition above about 20%, passing the limit was not always enough; inconclusive = no clear call, values can overlap the other calls; tested in BHK-21 cells;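 note: 0% = median of neutral control wells and 100% = median of positive control wells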
ERAP1 HTS inh: ERAP1 (human) enzyme inhibition. AID 652197. Q9NZ08. recombinant ERAP1, Leu-AMC fluorescence, 60 min. 340,000 compounds, 0.15% hits. inhibition, % at 10.7 µM;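 active = mean replicate inhibition of at least 30%, or all replicates individually reaching that 30% level; inactive = mean below 30% and not every replicate reaching it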;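 note: 0% = neutral control wells and 100% = L-leucinethiol positive control wells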
Casp6 inh: inhibitors of human caspase-6; P55212; inhibition, % at 12.5 µM; 350,000 compounds, 0.53% hits; purified caspase-6, Z-VEID-R110 cleavage fluorescence; AID 686996;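 active = mean inhibition across replicates at least about 35%, with every replicate also reaching that limit, limit read from the data; inconclusive = only one of the two criteria met; inactive = neither criterion met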;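 note: 0% = median of neutral control wells and 100% = no fluorescence left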
Target sequence (P55212 24-179 limits assumed): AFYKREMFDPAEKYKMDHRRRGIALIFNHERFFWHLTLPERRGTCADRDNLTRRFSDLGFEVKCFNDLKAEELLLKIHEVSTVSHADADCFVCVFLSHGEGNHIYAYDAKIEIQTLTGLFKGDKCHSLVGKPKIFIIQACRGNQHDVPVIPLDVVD
Target sequence (P55212 194-293 limits assumed): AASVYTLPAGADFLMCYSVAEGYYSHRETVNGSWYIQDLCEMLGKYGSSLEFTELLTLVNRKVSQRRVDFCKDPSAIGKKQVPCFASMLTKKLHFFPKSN
F508del corr: CFTR F508del correction in bronchial cells; CFBE cells, YFP halide quenching; stimulated with forskolin plus potentiator P3; % fluorescence drop versus neutral controls; activity (quench increase), % at 7.58 µM; 350,000 compounds, 0.36% hits; AID 720511;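 active = mean added fluorescence quench of at least 8% versus neutral control, with both replicates also reaching 8%; inconclusive = only one of the mean or replicate conditions met; inactive = mean below 8% and not both replicates reaching 8%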;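 note: cells transiently co-express mutant CFTR-F508del with the halide-sensitive YFP; corrector assay measuring rescue of mutant channel to the surface after 24 h compound exposure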
ERp5 block: blocks human ERp5 reductase activity on insulin; ERp5 insulin aggregation, absorbance 650 nm, 90 min; inhibition, % at 9.99 µM; 350,000 compounds, 0.05% hits; AID 651711;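 active = mean replicate inhibition above about 25%, with every replicate also reaching it, limit read from the data, passing the limit was not always enough; inconclusive = only one of those two criteria met; inactive = neither criterion met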
Target sequence (Q15084 whole entry, looked up): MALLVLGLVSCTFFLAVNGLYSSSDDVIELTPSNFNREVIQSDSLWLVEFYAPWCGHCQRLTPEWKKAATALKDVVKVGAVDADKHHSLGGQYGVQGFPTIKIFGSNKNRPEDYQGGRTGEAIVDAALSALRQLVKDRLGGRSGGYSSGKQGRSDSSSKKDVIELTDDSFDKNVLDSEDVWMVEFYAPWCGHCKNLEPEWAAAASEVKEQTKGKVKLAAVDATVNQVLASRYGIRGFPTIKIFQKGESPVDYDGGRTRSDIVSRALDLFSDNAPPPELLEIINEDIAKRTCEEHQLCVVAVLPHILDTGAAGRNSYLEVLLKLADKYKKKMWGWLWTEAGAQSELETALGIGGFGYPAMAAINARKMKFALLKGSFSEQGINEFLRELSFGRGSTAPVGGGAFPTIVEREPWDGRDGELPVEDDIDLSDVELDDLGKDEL
The depositor's hits bear a star; ? = inconclusive; / = no result given; [ ] = another dose, or the depositor's remark. Rows were taken by chance. Share with any hit: about 4%.

SMILES | miR-122 sensor | SIRT5 inh | DENV2 CPE rescue | ERAP1 HTS inh | Casp6 inh | F508del corr | ERp5 block
COC(=O)C[C@H]1CC[C@@H]2[C@@H](COc3ccc(NC(=O)c4ccc(F)cc4)cc3C(=O)N2C)O1 | -2.0[16.7 µM] | 2.7 | 6.6 | 2.4 | 2.9 | -3.2 | 5.3
C[C@H]1CCCCO[C@@H](CN(C)Cc2ccc(C(=O)O)cc2)[C@@H](C)CN([C@@H](C)CO)C(=O)c2cc(NS(C)(=O)=O)ccc2O1 | 17.2[16.7 µM] | 2.6 | -11.9 | 0.3 | 0.7 | -0.7 | 9.6
Cc1ccc(S(=O)(=O)NC(=O)COc2ccccc2C)c(C)c1 | -1.5 | -1.0 | -3.4 | 2.3 | -2.3 | 1.7 | 8.3
CCCCOc1ccc(-c2cc(C(=O)NNC(=S)NCC)c3ccccc3n2)cc1 | 1.6 | 2.3 | / | 2.9 | -0.3 | -0.7 | -3.6
Cc1cccc(C)c1OCc1nnc(SCC(=O)Nc2nccs2)o1 | -2.5 | / | 0.3 | / | -2.4 | -0.4 | 6.7
COc1ccccc1Oc1nnnn1-c1ccc(C(N)=O)cc1 | 10.1 | -0.8 | 2.9 | -2.4 | -4.9 | -2.3 | -4.1
C[C@@H]1CN([C@@H](C)CO)C(=O)c2cc(-c3cccc(F)c3)cnc2O[C@@H]1CN(C)S(=O)(=O)c1cccc(F)c1 | 4.1[16.7 µM] | -6.8 | 1.6 | -1.8 | 0.1 | -0.6 | -2.7
CCN(C(=O)CCC(=O)N(CC)c1ccccc1)c1ccccc1 | / | -0.8 | 5.5 | 4.6 | -0.9 | / | 0.0
NC(=O)COC(=O)c1cccnc1Nc1ccccc1F | -0.8 | / | -12.6 | 2.6 | -1.6 | 0.3 | -0.6
CC(=O)Nc1cc(C(=O)N(C)Cc2ccco2)ccc1Sc1ccc(Cl)cc1 | / | / | -2.8 | -0.8 | 5.0 | / | 0.4
COc1ccc(C2=NOC(C(=O)NCc3ccc(F)cc3)C2)cc1OC (stereo not given) | 40.3 | -5.1 | -7.6 | -0.1 | 0.0 | 8.7* | -3.8
COC(=O)C[C@H]1c2cc(F)cc(F)c2S(=O)(=O)N1C1CCN(Cc2ccccc2)CC1 | -0.6 | / | -2.8 | / | 0.0 | 0.5 | 6.1
O=C1C(=Cc2ccccn2)CCc2ccccc21 | -1.3 | -1.9 | 38.1* | -0.8 | 0.1 | -0.7 | 1.0
Cc1nc(-c2ccccc2)cn(O)c1=O | / | / | / | 2.0 | 2.6 | -0.4 | 0.7
COc1ccc(C2CC(=O)c3ccccc3O2)cc1 (stereo not given) | -0.5 | -2.9 | -9.7 | -2.1 | 2.4 | 3.3 | 4.8
CCn1c(O)c(C=Nc2ccccc2)sc1=S | / | 0.1 | -6.9 | -2.0 | -8.7 | / | -0.8
CCOC(=O)c1ccccc1NC(=O)COC(=O)CCNS(=O)(=O)c1ccc(C)c(C)c1 | / | -0.6 | -8.9 | -0.6 | 2.0 | 1.3 | 1.5
Cc1ccc(N(CC(=O)NCC2CCCO2)S(=O)(=O)c2ccc(Cl)cc2)cc1C (stereo not given) | 1.2 | 1.6 | 12.7 | -0.8 | -4.0 | -6.2 | 3.7
COc1cccc(NC(=O)N(C)C[C@H]2Oc3cc(C#Cc4ccncc4)ccc3S(=O)(=O)N([C@H](C)CO)C[C@@H]2C)c1 | 33.5[16.7 µM] | 5.1 | -10.1 | 0.1 | -0.9 | 2.2 | -1.5
O=C(O)c1ccc(NC(=S)NC(=O)c2ccc3ccccc3c2)cc1 | 5.7 | 3.0 | 11.4 | -4.1 | 3.3 | -3.7 | -2.0
OCC1(Cc2ccccc2F)CCCN(CC2CCCCC2)C1 (stereo not given) | -0.9 | 3.0 | 10.4 | 0.0 | -0.1 | 2.5 | 2.9
Cc1ccc([C@H]2C(C(=O)O)=C[C@@H](CC3CCCC3)N2S(=O)(=O)c2ccc(C)cc2)cc1 | 6.8 | / | 0.3 | / | 1.0 | 1.1 | -2.9
CCCc1cc(=O)oc2cc(OC3CCCCC3=O)ccc12 (stereo not given) | -2.0 | -2.8 | 4.3 | 0.0 | 0.0 | 1.7 | 1.4
Cc1cc(N)n(Cc2cccs2)n1 | / | -4.1 | / | 3.7 | -1.4 | -2.7 | 5.9
COc1ccc(CC(=O)Nc2ccccc2N2CCCC2)cc1OC | -0.6 | -0.6 | 0.0 | 2.0 | -1.3 | 1.5 | -11.3
COc1cccc(-n2nnc3c(=O)n(CC(=O)N4CCC(C)CC4)cnc32)c1 | -2.7 | -0.3 | 0.9 | 11.0 | 6.0 | 1.1 | 0.9
Cn1c(=O)oc2cc(S(=O)(=O)N3CCCC(C(=O)NCCN4CCOCC4)C3)ccc21 (stereo not given) | -6.2 | -0.3 | 83.4* | 2.6 | 0.3 | -3.5 | -4.2
C[C@@H]1CNCCN1c1ccc(N2CCS(=O)(=O)CC2)c(C#N)c1 | / | / | -11.1 | -1.2 | -1.7 | -4.3 | -4.4
CCOC(=O)c1[nH]cnc1C(=O)Nc1ccccc1C | 7.3 | -9.9 | 10.5 | -1.4 | -0.7 | 0.8 | -0.3
Cc1ccc(NC(=O)COC(=O)CN2C(=O)NC3(CCCC3)C2=O)cc1Cl | -4.9 | -3.5 | -1.5 | -0.6 | 0.8 | -0.4 | 0.1
Cc1ccc(-c2nnc(SCC(=O)N/N=C/c3ccccc3C(=O)O)n2-c2ccccc2)cc1 | / | -2.2 | 0.4 | -1.7 | / | -1.1 | -3.3
CCN(CC(=O)NCc1cccs1)C(=O)c1ccc([N+](=O)[O-])o1 | 15.9 | 1.3 | ? | 0.2 | 1.7 | -6.7 | 5.8
O=C(Nc1ccc2c(c1)OCCO2)C1c2ccccc2OCC(=O)N1Cc1ccc2c(c1)OCO2 (stereo not given) | / | -0.1 | -2.6 | / | 1.4 | 1.6 | 1.4
C[C@H](CO)N1C[C@H](C)[C@H](CN(C)C(=O)Nc2ccc(C(F)(F)F)cc2)OCCCC[C@H](C)Oc2ccc(NC(=O)Cc3ccccc3)cc2C1=O | 25.9[16.7 µM] | / | 11.7 | / | / | -0.4 | /
CC[n+]1ccccc1/C=C/c1ccc(N(C)C)cc1 | -39.4 | / | 8.4 | 11.6 | -10.5 | 2.5 | -4.5
CCC1=NN(C(=O)c2ccc(Br)cc2)C(O)(c2ccc(C)cc2)C1 (stereo not given) | / | -4.3 | -3.8 | -1.3 | 0.1 | / | -0.2
CC(=O)Nc1ccc(CNc2ncnc3ccc(-c4c(C)noc4C)cc23)cc1 | -14.7 | / | ? | -1.6 | -0.5 | -4.5 | 3.9
O=S(=O)(c1ccccc1)n1cc(-c2ccccn2)c(N2CCOCC2)n1 | 4.4 | -0.3 | 2.3 | 3.0 | 0.6 | -0.3 | -1.1
CCOC(=O)c1c(N)sc(C(O)(C(F)(F)F)C(F)(F)F)c1-c1ccc(OC)cc1OC | 13.5 | -0.4 | 9.3 | -0.1 | 2.2 | 2.5 | 6.6
COC(=O)NNC(=O)C(c1ccccc1)c1ccccc1 | / | -5.3 | -0.6 | / | 1.6 | 1.9 | 0.0
COc1cccc(CN(C(=O)/C=C/c2ccc(Cl)cc2)C2CCS(=O)(=O)C2)c1 (stereo not given) | / | 2.3 | 6.7 | -2.0 | 5.7 | -0.8 | -0.1
CCN(CC)C(=O)CSc1nc(C)cc(C)n1 | 0.9 | -0.6 | / | 0.6 | 12.2 | 3.0 | 3.5
COc1ccc(NC(=O)Nc2ccc3c(c2)C(=O)N([C@H](C)CO)C[C@H](C)[C@H](CN(C)Cc2ccc(C(=O)O)cc2)OCCCC[C@H](C)O3)cc1 | 2.0[16.7 µM] | 10.3 | ? | -0.5 | 1.7 | 0.1 | -3.1
NC(=O)C1=C[C@@H](c2ccc(C(F)(F)F)cc2)C[C@@H](OCc2ccc(CO)cc2)O1 | -24.4 | / | 19.2 | 1.4 | 1.1 | -1.7 | 1.9
Cc1noc(C)c1NC(=O)Nc1ccc2c(c1)C(=O)N([C@H](C)CO)C[C@H](C)[C@H](CN(C)C(=O)CCCN(C)C)OCCCC[C@@H](C)O2 | 11.6[16.7 µM] | -1.0 | 4.1 | 0.6 | -12.2 | -4.4 | -0.5
COc1ccc(S(=O)(=O)N(C)C[C@@H]2OCCCC[C@@H](C)Oc3ccc(NC(=O)Nc4ccc5c(c4)OCO5)cc3C(=O)N([C@@H](C)CO)C[C@H]2C)cc1 | -4.6[16.7 µM] | 3.4 | -8.3 | -2.3 | 0.9 | 1.5 | -2.1
COc1ccccc1N1CCN(S(=O)(=O)c2ccc3c(c2)n(C)c(=O)n3C)CC1 | / | -3.5 | 3.0 | -2.0 | 1.8 | 2.6 | 3.8
O=C1CC(C2CCCO2)C(=O)N1c1ccc(Cl)c(Cl)c1 (stereo not given) | / | -11.3 | 2.9 | 4.1 | 1.1 | -0.8 | 4.7
Fc1ccc(-c2ccc3c(n2)CCCN3Cc2ccccc2C(F)(F)F)cc1 | / | / | -11.9 | -0.7 | 2.2 | 2.0 | 8.8
COC(=O)C(C)Oc1cc(OC(C)C(=O)OC)c2c(-c3ccccc3)cc(=O)oc2c1 (stereo not given) | / | 0.1 | 2.2 | -1.0 | -0.1 | -1.6 | 1.5
CCn1c2ccc(C)cc2c2nnc(SCCN3CCCCC3)nc21 | 3.0 | 1.1 | 15.0 | -1.6 | 2.0 | 3.0 | 1.8
C[C@@H]1CN(C(=O)c2ccc(OC3CCN(S(=O)(=O)N(C)C)CC3)cc2)C[C@H](C)O1 | / | 2.2 | ? | -2.3 | -1.4 | 1.6 | -9.7
Cc1ccc(N2C(=O)c3cccc4c([N+](=O)[O-])ccc(c34)C2=O)c2cccnc12 | 24.5 | 1.1 | 3.1 | 0.4 | -0.4 | 24.6* | 2.1
O=C(NCCCN1CCCC1=O)c1sc2ccccc2c1Cl | -6.9 | -1.9 | -0.6 | -3.3 | -3.0 | 5.9 | 1.7
Cc1ccc(OCCC(=O)OCC(=O)N2CC(=O)Nc3ccccc32)cc1 | -1.4 | 0.2 | -5.8 | 0.7 | -1.3 | -1.0 | 3.4
C[C@H](O)C#Cc1ccc2c(c1)O[C@H](CN(C)CC1CCOCC1)[C@@H](C)CN([C@@H](C)CO)S2(=O)=O | 1.5[16.7 µM] | 1.2 | 1.2 | -4.1 | 0.6 | 1.1 | 4.0
CC(C)NC(=O)Nc1ccc2c(c1)CC(=O)N([C@@H](C)CO)C[C@@H](C)[C@H](CN(C)Cc1ccc(Cl)c(Cl)c1)O2 | -4.4[16.7 µM] | 3.2 | -3.6 | -0.7 | 1.2 | -4.4 | 5.5
O=C(CCCCC(=O)NCCCc1ccccc1)NCCCc1ccccc1 | -0.9 | / | -2.1 | 0.4 | 0.9 | -1.4 | 4.4
C=CCOc1ccc(Cl)cc1CNC1CCCC1 | -0.1 | 2.2 | 1.1 | 3.2 | 5.7 | 3.1 | -3.5
Cc1cnc(C(=O)OC(C)C(=O)Nc2cccc3ccccc23)cn1 (stereo not given) | 2.8 | -0.2 | -1.3 | -1.5 | -1.8 | -0.6 | 4.1
CSc1ncccc1C(=O)NC1CC(C)(C)Cc2c1cnn2-c1ccccc1C (stereo not given) | -1.9 | -2.1 | 0.1 | -0.5 | 0.6 | 4.6 | 2.9
